HEK293 tox: qHTS of GLP-1 Receptor Inverse Agonists: Cytotox Screen | HEK293 cAMP-luciferase reporter cells, luminescence, 24 h | Potency, µM (series often up to 38.3 µM), for the others: top-dose activity change, negative = inhibition, most hits filed as inhibitors | actives 0.13% (n = 410,000) | AID 624418, 2012;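 further: loss of luciferase light is scored as toxicity; potency means the concentration at half of the fitted maximal effect; on the % scale 0 is the no-effect control and ±100 the full control effect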
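Here, cytotoxicity is scored as loss of luminescence. The MLSMR collection was tested on cells seeded in medium containing 10% Nu serum, with a 24 hr compound exposure preceded by 12 hours of culture.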
TDP-43 yeast inh: qHTS of TDP-43 Inhibitors | TDP-43 expressing yeast growth rescue, BacTiter-Glo, 24 h | Potency, µM (top dose mostly 46.1 µM), inactives show at the top dose growth rescue (activation), most hits filed as activators | actives 1.8% (n = 410,000) | AID 652104, 2013; further: potency means the concentration at half of the fitted maximal effect; % of control where 0% means no effect; nearly all actives have a fitted effect of over 50% in size
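Luminescence from BacTiter-Glo reports growth of TDP-43-expressing yeast after 24 hr at 30 deg C with compound. Cells were raffinose-pregrown to mid-log, then seeded in galactose medium at OD600=0.02.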
KB-V1 cytotox: qHTS assay for MDR1-selective chemotherapeutics: Primary screen using the drug-selected MDR subline cells KB-V1; KB-V1 MDR cells viability, CellTiter-Glo, 72 h; actives 3.4% (n = 400,000); Potency, µM (titrated, usually from 46.1 µM), for the others: at the highest dose activity change, negative = cytotoxicity, hits mostly cytotoxic; further: potency means the concentration at half of the fitted maximal effect; on the % scale 0 is the no-effect control and ±100 the full control effect; nearly all actives have a fitted effect of over 60% in size
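Following 72 h at 37 degrees C with compound, KB-V1 cell viability was read by CellTiter-Glo luminescence, medium being phenol-red-free DMEM plus 10% FBS; concentration-response parameters came from normalized, curve-fitted qHTS data.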
D3 antag: qHTS of D3 Dopamine Receptor Antagonist: qHTS. D3R cells, DiscoveRx beta-arrestin luminescence, antagonist mode; stronger effect = lower value. max response, negative = inhibition, %. actives 2.5% (n = 360,000). AID 652054, 2013; in the data active means max response below about -50%; inconclusive means no clear call, values can overlap the other calls; further: on the % scale 0 is the no-effect control and ±100 the full control effect; mostly tested at two doses, the higher about 12 µM
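Cells expressing the human receptor were seeded at 1500 cells/well, incubated overnight at 37 degrees C in 5% CO2, then exposed to library compounds with dopamine controls for 90 minutes at 37 degrees C before luminescent detection.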
GLP-1R agonist: qHTS of GLP-1 Receptor Agonists. AID 624172, 2012. HEK293 GLP-1R CRE-luciferase, luminescence, 4-6 h; cells express a hypersensitive GLP-1R form. Potency, µM (series often up to 45.6 µM), without a hit: top-dose activation, usual class: activators. actives 0.007% (n = 380,000); further: potency means the concentration at half of the fitted maximal effect; % of control where 0% means no effect
Target sequence (P43220 whole entry, looked up): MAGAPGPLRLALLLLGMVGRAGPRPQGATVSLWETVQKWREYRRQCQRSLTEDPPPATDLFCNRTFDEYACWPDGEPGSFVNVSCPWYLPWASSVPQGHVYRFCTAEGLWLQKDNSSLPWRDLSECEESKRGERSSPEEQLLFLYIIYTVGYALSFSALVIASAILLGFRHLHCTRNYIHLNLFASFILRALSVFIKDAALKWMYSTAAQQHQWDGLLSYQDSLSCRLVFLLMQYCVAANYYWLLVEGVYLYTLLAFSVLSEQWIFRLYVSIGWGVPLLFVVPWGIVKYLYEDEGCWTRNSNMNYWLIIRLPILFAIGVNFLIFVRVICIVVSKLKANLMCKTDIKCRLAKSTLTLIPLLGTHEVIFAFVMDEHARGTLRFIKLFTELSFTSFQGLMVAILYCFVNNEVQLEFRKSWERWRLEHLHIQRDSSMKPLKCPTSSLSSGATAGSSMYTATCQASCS
DRD3 agonist: qHTS of D3 Dopamine Receptor Agonist: qHTS | max activation, % | D3R DiscoveRx beta-arrestin cells, luminescence, 90 min | AID 652048, 2013 | actives 0.58% (n = 410,000) | D(3) dopamine receptor (Homo sapiens), P35462; in the data active means max activation above about 30%; further: 0% is about no effect; mostly tested at two doses, the higher about 12 µM
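Agonist mode: compounds and dopamine controls were applied to plated cells for 90 min at 37 degrees C after an overnight attachment at 1500 cells/well. Luminescent read-out followed 30 - 60 minutes at room temperature with DiscoveRx detection reagent.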
aSyn yeast inh: qHTS of alpha-syn Inhibitors. Yeast expressing alpha-synuclein, growth rescue, BacTiter-Glo, 24 h. Potency, µM (doses to about 46.1 µM), for inactives: at the highest dose growth rescue (activation), most hits filed as activators. actives 0.14% (n = 370,000). AID 652106, 2013; further: potency means the concentration at half of the fitted maximal effect; % of control where 0% means no effect; nearly all actives have a fitted effect of over 65% in size
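Screening used galactose-induced yeast with toxic alpha-synuclein levels, exposed to compound for 24 hr at 30 deg C. Cell growth, read with BacTiter-Glo luminescence, gave the measured signal.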
PTHR1 agonist: qHTS for PTHR1 Agonists: Primary Screen; HEK293 GP2 PTHR1 cells, GloSensor cAMP luminescence, 1 h; Potency, µM (titrated, usually from 115 µM), without a hit: top-dose activation, most hits filed as activators; actives 0.075% (n = 410,000); further: potency means the concentration at half of the fitted maximal effect; nearly all actives have a fitted effect of over 55% in size; some results filed as inactive show a strong effect at the top dose; inactives centre near -15; many of its hits are not listed in these tables
Target sequence (Q03431 whole entry, looked up): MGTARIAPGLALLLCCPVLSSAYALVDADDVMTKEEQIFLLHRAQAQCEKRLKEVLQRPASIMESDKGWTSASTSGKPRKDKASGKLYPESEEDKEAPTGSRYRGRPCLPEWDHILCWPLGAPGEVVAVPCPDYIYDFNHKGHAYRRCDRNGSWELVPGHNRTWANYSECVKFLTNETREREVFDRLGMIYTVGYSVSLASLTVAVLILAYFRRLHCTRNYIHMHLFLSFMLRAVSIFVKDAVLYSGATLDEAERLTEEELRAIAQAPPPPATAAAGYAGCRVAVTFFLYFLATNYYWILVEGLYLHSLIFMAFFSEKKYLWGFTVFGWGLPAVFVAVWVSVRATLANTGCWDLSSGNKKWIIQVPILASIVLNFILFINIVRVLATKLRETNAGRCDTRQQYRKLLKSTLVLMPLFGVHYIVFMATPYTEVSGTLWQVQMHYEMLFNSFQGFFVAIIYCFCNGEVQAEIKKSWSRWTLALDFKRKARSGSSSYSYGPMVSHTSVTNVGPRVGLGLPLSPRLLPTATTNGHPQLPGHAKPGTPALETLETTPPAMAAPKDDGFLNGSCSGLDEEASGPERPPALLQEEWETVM
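HEK-293-derived GP2 cells expressing PTHR1 and a GloSensor cAMP reporter, 3,000/well, plated overnight, given luciferin plus IBMX (each 0.5 mM as added) for 1 h at 37 °C, then compound for 1 h at 37 °C. Luminescence was read after 15 min at room temperature.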
GLP-1R inv ag: qHTS of GLP-1 Receptor Inverse Agonists (Inhibition Mode). Potency, µM (titrated, usually from 38.3 µM), without a hit: top-dose activity change, negative = inhibition, actives largely listed as inhibitors. actives 1.6% (n = 410,000). HEK293 GLP-1R CRE-luciferase, luminescence, 24 h; GLP-1R form is constitutively active; further: potency means the concentration at half of the fitted maximal effect; on the % scale 0 is the no-effect control and ±100 the full control effect; nearly all actives have a fitted effect of over 55% in size
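Assay principle: reduced luminescence from a cAMP-responsive reporter in HEK293 cells co-expressing a constitutively active GLP-1R. Conditions: 24 hr compound incubation, 37 deg C, 5% CO2.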
Active calls of the source: *; i = inactive; ? = inconclusive; . = no result given; & = joins results of further samples; [ ] = remark or other dose. Unless noted, the call rests on the fitted dose curve; in most records, active means well fitted curve in the direction sought with a large enough effect; inconclusive means small, poorly fitted or top-dose-only effect, or another doubt; inactive means no such curve, though single readings can be large; an effect the other way counts as inactive or inconclusive.

mol | PTHR1 agonist | TDP-43 yeast inh | KB-V1 cytotox | HEK293 tox | GLP-1R agonist | aSyn yeast inh | DRD3 agonist | GLP-1R inv ag | D3 antag
NN(Cc1ccccc1)C(=S)Nc1ccc(Cl)c(Cl)c1 | -3% | ? | 2% | 4% | -1% | 8% | -3 | ? | -17
CCCN(CC(=O)Nc1ccccc1C)C(=O)C1CCN(S(=O)(=O)c2ccc(C)c(C)c2)CC1 | i | 6% | -9% | -19% | -6% | -12% | 1 | ? | -12
O=C(Nc1cccc(S(=O)(=O)N2CCCCC2)c1)c1ccc2ncsc2c1 | -31%[inhibitor] | 22% | -12% | -4% | 3% | 5% | 10 | ? | 17
C=CCOc1c(CNc2ccc(C(=O)O)cc2)cccc1OC | i | 5% | 18% | 1% | -2% | 4% | -5 | 20% | -25
CN1CCN(/N=C/c2nc(-c3ccc(Cl)cc3)n3ccccc23)CC1 | -11% | 2% | ? | -7% | -4% | -5% | -10 | ? | -8
COc1ccc(NC(=O)Nc2c(C)n(C)n(-c3ccccc3)c2=O)c(OC)c1 | -19% | -3% | -1% | 8% | -2% | 1% | -2 | 20% | 19
Cc1sc2nc(CC(=O)N3CCCC3)[nH]c(=O)c2c1C | -12% | 5% | 11% | 4% | 8% | -1% | 1 | 9% | -3
CCOC(=O)Cc1cc(=O)n2[nH]c(C(C)(C)C)cc2n1 | i | -35%[inhibitor] | 23% | -9% | 3% | 0% | -2 | 6% | -4
Clc1ccc(Cc2noc(-c3cccs3)n2)cc1 | -41%[inhibitor] | -17% | 13% | 6% | 2% | 4% | 3 | 8% | ?
O=C(Cn1nc(Cl)nc1Cl)c1ccc2c(c1)OCCO2 | 8% | 11µM* | -1% | 52%[activator] | 1% | -5% | -4 | 2% | ?
COCCOC(=O)C1=C(C)NC(=O)NC1c1c(F)cccc1Cl (stereo not drawn) | -3%[57.5 µM] | -7% | -4% | -2% | -5% | -3% | 1 | 3% | -14
c1ccc(NCCCNc2ccccc2)cc1 | i | -19% | 0% | -13% | -15% | -8% | -11 | -36% | -12
COc1ccc(S(N)(=O)=O)cc1C(=O)NNC(=O)c1cccc(S(=O)(=O)N2CCOCC2)c1 | i | 14% | -3% | -20% | 0% | 1% | 2 | 17% | 4
COC(=O)c1cnn2c(C)c(Cc3cccc(F)c3)c(C)nc12 | i | 16% | -17% | -3% | 14% | 1% | -8 | 1% | 0
CC(C(=O)Nc1ccc(Br)cc1)N(C)CC(=O)NCc1ccco1 (stereo not drawn) | -17% | 1% | ? | -5% | 2% | 9%[1.84 µM] | -4 | ? | 4
COc1cc(CN2CCN(CCCc3ccccc3)C(CCO)C2)cc(OC)c1O (stereo not drawn) | 1% | 20% | -2% | 2% | 11% | 0% | 0 | 4% | -12
O=C(O)/C=C/C(=O)Nc1ccccc1-c1ccccc1 | -10% | ? | -17% | 11% | 2% | -3% | -7 | -7% | -18
CC(NC(=O)C(=O)N1CCCCC1)C(c1cccs1)N1CCN(Cc2ccccc2)CC1 (stereo not drawn) | -1% | -2% | -8% | ? | 6% | -3% | -10 | -23% | -11
O=C(NC1CCCCC1)c1ccccc1-c1ccccc1 | i | 8% | ? | 4% | 1% | -1% | 5 | -35% | -17
COc1ccc(/C=C2\SC(=S)N(CCC(=O)NCCCN3CCOCC3)C2=O)cc1 | i | -1% | -22% | ? | -1% | 7% | -26 | ? | 8
Cc1nc(-c2ccc(C)c(N3CCN(C(=O)Nc4ccc(Br)cc4)CC3)c2)no1 | -49%[inhibitor] | ? | 0% | 18% | 5% | 0% | -1 | -4% | .
CCn1c(CN2c3ccccc3Sc3ccccc32)n[nH]c1=S | i | 0% | -3% | -24% | 10% | 21% | -12 | -14% | -1
COCc1cc(=O)[nH]c(-c2ccccc2)n1 | i | -5% | -3% | 13% | -6% | -8% | -6 | 9% | -18
CN1CCN(S(=O)(=O)c2ccc([N+](=O)[O-])cc2)CC1 | -97%[inhibitor] | 1% | -3% | -5% | 0% | -2% | 14 | 25% | -10
CCOc1ccc(CCNC(=O)CSCc2ccc(C)cc2)cc1OCC | -6% | 23% | -25% | 25% | 2% | 2% | -1 | -23% | 7
CCOC(=O)C1C(=O)NC(N2CCN(CC)CC2)=NC1c1ccccc1 (stereo not drawn) | i | 0% | 2% | 11% | -9% | 0% | 0 | 1% | 6
COc1ccc2[nH]c3c(c2c1)CCN1C(=O)N([C@@H](C)C(=O)NCc2ccco2)C(=O)[C@]31C | -32%[inhibitor] | 9% | -18% | -1% | 0% | 0% | -5 | 14% | 20
O=C(/C=N/O)NCc1ccncc1 | -5%[57.5 µM] | 3% | 4% | -12% | -18% | -16% | 11 | 17% | ?
Cc1cnc(NC(=O)C2CC=CCC2)s1 (stereo not drawn) | 0% | 1% | 3% | 0% | -1% | 14% | -5 | -22% | -5
O=C(NN=C1CCCCCCC1)c1ccc(F)cc1 | i | 19% | -21% | -11% | 6% | -5% | -8 | -18% | 13
Cc1nc2c(C)cccn2c(=O)c1NC(=O)c1cccs1 | -9% | 4% | 4% | 9% | 11% | 1% | 2 | 8% | 3
COc1cccc(COC(=O)CCNC(=O)c2ccc(Cl)cc2)c1OC | i | 16% | 0% | 5% | -6% | 13% | 0 | -22% | 9
C/C(=N\NC(=O)c1ccc2c(c1)OCO2)c1ccc2c(c1)OCO2 | i | . | -18% | -4% | 1% | -7% | -2 | -26% | -55*
CC(=O)Oc1ccc(-c2ccc(C(=O)OCC(=O)c3c(N)n(C)c(=O)n(C)c3=O)cc2)cc1 | -35%[inhibitor] | 14% | ? | 0% | -1% | 6% | 2 | 13% | 6
NS(=O)(=O)c1ccc(NC(=O)COC(=O)c2ccc([N+](=O)[O-])s2)cc1 | -24% | 1% | 6% | -7% | 0% | 6% | -6 | 21% | -5
COc1ccc(-c2cc3c(=O)n(CC(=O)NCc4cccnc4)ncn3n2)cc1 | -40%[inhibitor] | 4% | 8% | -8% | 4% | -3% | 0 | ? | -15
O=C1N=C(c2ccccc2)S/C1=C\c1cccs1 | 0% | -22% | ? | 2% | -34% | 0% | 3 | 15% | 5
CCOC(=O)c1ccc(N2C(=O)c3n[nH]c(-c4ccco4)c3C2c2cccc(O)c2)cc1 (stereo not drawn) | -26% | -1% | 0% | ? | -5% | . | -8 | ? | .
O=C1CCCC(=O)N1c1ccc(F)cc1 | i | -28% | -7% | 1% | 7% | -3% | -4 | 1% | -21
CCCS(=O)(=O)N1CCCC(C(=O)Oc2ccc(OC)cc2)C1 (stereo not drawn) | -15% | ? | -14% | 1% | -1% | -5% | -7 | -8% | 1
CC1=NN(C(N)=S)C(=O)C1N=Nc1ccc(C)c(Br)c1 (stereo not drawn) | -18% | ? | -2% | 6% | 4% | -15% | 2 | 1% | 0
CC(C)Nc1nnc(SCc2cc(=O)n3ccsc3n2)s1 | -2% | -4% | ? | 4% | 17% | 5% | 1 | 40%[activator] | 14
COc1ccc(Nc2c3c(nc4nncn24)CCC3)cc1Cl | -54%[inhibitor] | 22% | . | -25% | . | . | -4 | ? | .
CC(C)NC(=O)CC(c1ccccc1)c1cc(Br)ccc1O (stereo not drawn) | i | -20% | 0% | ? | 2% | 17% | -5 | 0% | 13
CCc1ccc(CNC(=O)CCn2ccc3cc(S(=O)(=O)N4CCCC4)ccc32)cc1 | -9% | -5% | -13% | -6% | 1% | 0% | -2 | ? | -12
Cc1ccc(Cn2c(=O)n(Cc3ccccc3)c(=O)c3c(C)c(C)sc32)cc1 | -5% | 16% | 10% | 13% | . | . | 6 | 3% | .
CCC1COCCS(=O)(=O)N1Cc1ccc(F)cc1 (stereo not drawn) | -30% | 9% | 2%&-6% | 8% | 2% | 0% | -16 | 16% | -22
COCCN1C(=O)COc2ccccc2C1C(=O)NC1CCCC1 (stereo not drawn) | ? | -8% | -7% | 22% | -4% | 9% | -6 | 16% | 4
C=CCNc1sc(C(=O)C(C)(C)C)c(N)c1C#N | -2% | 5% | ? | 5% | 15% | -7% | 18 | 116%[activator] | 19
Cc1cc(NC(=O)CSc2ccccn2)cc(NC(=O)CSc2ccccn2)c1 | i | -11% | -20% | -1% | 7% | -1% | 15 | -4% | -16
Cc1cc(Cl)ccc1OCC(=O)OCC(=O)c1c(N)n(C)c(=O)n(C)c1=O | -48%[inhibitor] | 9% | ? | -14% | 0% | -6% | 4 | 5% | -2
CCCCCCNC(=O)CC(c1ccccc1)c1cc(Br)ccc1O (stereo not drawn) | -28% | -7% | ? | ? | -20% | -40%[inhibitor] | 1 | ? | 22
Cc1cccc(Oc2nc3c(C)cccn3c(=O)c2/C=C(\C#N)c2nc3ccccc3s2)c1 | i | 13% | 10% | 15% | . | . | -7 | 7% | .
CCOC(=O)c1c(C)[nH]c(C(=O)COC(=O)C2CC2C)c1C (stereo not drawn) | -10% | 17% | ? | -12% | -7% | 0% | -5 | -26% | 14
Cc1onc(-c2ccccc2)c1C(=O)N1CC(C)OC(C)C1 (stereo not drawn) | -2%[57.5 µM] | -4% | 14% | -6% | 1% | -3% | -5 | -1% | 3
CCCNC(=O)C1(C)CCCN(Cc2cccn2C)C1 (stereo not drawn) | i | ? | 2% | 2% | 5% | 0% | 8 | 18% | 6

Quoted from the listing.
D3 antag, Cc1cc(Cl)ccc1OCC(=O)OCC(=O)c1c(N)n(C)c(=O)n(C)c1=O is entered as -2
PTHR1 agonist, CCc1ccc(CNC(=O)CCn2ccc3cc(S(=O)(=O)N4CCCC4)ccc32)cc1 is entered as -9%
HEK293 tox, Cc1ccc(Cn2c(=O)n(Cc3ccccc3)c(=O)c3c(C)c(C)sc32)cc1 is entered as 13%

Some of the compounds tested. The share of hits here may be higher or lower than overall.
